bCat nuc transl – beta-catenin nuclear translocation modulation | HeLa beta-catenin nuclear translocation, immunofluorescence imaging | nuclear translocation activity, % at 5 µM | actives 0.3% (n = 190,000) | AID 1665;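 active = nuclear translocation activity above 50% at 5 µM, with a well cell count of 50 or more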;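 note: per-cell ratio of nuclear to cytoplasmic median beta-catenin stain intensity; plate controls were DMSO negative control for no effect and GSK-3 inhibitor IX positive control for full effect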
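Technique: fluorescence imaging of beta-catenin antibody stain plus DAPI / Material: human HeLa cell line / Incubation: compound treatment 24 h, 37°C, 5% CO2 / Read-out basis: % activation of per-cell nuclear versus cytoplasmic median beta-catenin signal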
M1AAP inhibition – malaria alanyl aminopeptidase activity blockers – biochemical, fluorogenic H-Leu-NHMec substrate, 1536-well (AID 1445); recombinant M1AAP, H-Leu-NHMec fluorogenic kinetic assay; higher % means a stronger effect; inhibition, % at 30 µM; hits with a dose series show IC50 in µM; actives 0.42% (n = 220,000);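 active = primary inhibition above the hit cutoff, then over 50% inhibition at one or more dose response concentrations, cut at about 23% in these data, passing the limit was not always enough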;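 note: plate controls were DMSO full reaction for no effect and no enzyme background for full effect; strong numbers were not always called active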
CSM14.1 death rescue – rescue of cells from ER stress-induced death, primary screen, 384-well, CSM14.1, thapsigargin, ATP luminescence (AID 1222); CSM14.1 thapsigargin-induced death rescue, ATP luminescence; higher % means a stronger effect; one-dose cellular ATP content (survival), % at 20 µM; EC50 in µM for titrated hits; 190,000 tested, under 10 active;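 active = EC50 below 50 µM in the dose-response confirmation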;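 note: death triggered by thapsigargin at about 15 µM added after 2 h compound pretreatment; cell ATP read after overnight thapsigargin exposure of roughly 18 to 22 hours; normalized against plate controls of thapsigargin alone and 5% DMSO vehicle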
Autophagy HCS – autophagy modulation, high-content screen; calls only at 10 µM (by protocol); MEF GFP-LC3 puncta imaging; test concentration mostly 10 µM; actives 0.98% (n = 190,000);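 active = percentage of spot-positive cells more than 3 SD above its plate mean, without a fluorescence outlier flag or 80% toxicity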;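 note: spot-positive cell cutoff set from DMSO-treated cells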
Dynein cargo inh – blocks dynein driven cargo transport along microtubules | 3617.4 mouse cells, GR-EGFP nuclear translocation imaging; test concentration mostly 20 µM; stimulated with dexamethasone, 1 µM; active compounds read low | z-score, hits read low | actives 0.47% (n = 220,000) | AID 1381;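 active = plate z-score of nuclear minus cytoplasmic receptor signal below a set negative limit, without overly bright fluorescence or cell loss, cut at about -3.5 in these data, passing the limit was not always enough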;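 note: z-score of nuclear minus cytoplasmic ring GR-EGFP intensity difference per well; some compounds called inactive have numbers as strong as hits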
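Buffer or medium: tetracycline-free induction medium containing charcoal-stripped FBS / Reagent: dexamethasone agonist, 1.0 µM final, for 30 min / Technique: automated 10x imaging of fixed Hoechst-stained cells / Times: induction 48 h, compound 1 h, agonist 30 min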
Ins promoter up – MIN6 insulin promoter up-regulation; MIN6 insulin promoter-GFP reporter, high-content imaging; active compounds read high; z-score at 5 µM; actives 0.3% (n = 190,000); AID 1625;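 active = z-score above 3 at 5 µM with at least 500 cells counted in the well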
UTI89 phage lysis – inhibition of K1F phage lysis, E. coli UTI89, bacterial capsule biogenesis inhibitors, alamar blue (AID 488966) | actives 0.02% (n = 340,000) | inhibition, % at 100 µM, or IC50 in µM where a hit was titrated | E. coli UTI89 K1F phage lysis, alamar blue, 2 h; higher % means a stronger effect;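 active = phage lysis inhibition, versus mean bacterial control, above a set limit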;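 note: capsule biogenesis inhibitors block K1F phage lysis so surviving cells raise fluorescence; higher fluorescence means more inhibition of phage lysis; actives were called in the ten point dose series up to 300 µM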
M17LAP inhibition – P. falciparum M17LAP inhibitors, primary screen, biochemical, fluorogenic H-Leu-NHMec substrate, 1536-well (AID 1619); recombinant M17LAP, H-Leu-NHMec fluorogenic kinetic assay; higher % means a stronger effect; inhibition, % at 30 µM; hits with a dose series show IC50 in µM; actives 0.38% (n = 220,000);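 active = compound inhibiting the enzyme by more than half at any dose during confirmatory dose-response retesting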;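 note: plate controls were full reaction with DMSO carrier for no effect and no enzyme background for full effect; strong numbers were not always called active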
MT stabilizer – microtubule stabilizers in HeLa cells. HeLa tubulin immunostaining HCS, 24 h; share of cells brighter than vehicle mean+2SD. % tubulin-high responders, % at 10 µM. actives 0.83% (n = 200,000);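 active = plate Z-score above 3 for both tubulin-high and condensed-nucleus cell shares, with cell loss under 80%, at 10 µM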;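 note: anti alpha tubulin signal scored within the nucleus-defined area of each cell; some results filed as inactive read as strong as hits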
Dynein cargo inh cytoplasmic EGFP – also measured in Dynein cargo inh; calls as there; z-score; measured here: cytoplasmic GR-EGFP intensity; active compounds read high
Dynein cargo inh nuclear GR-EGFP – second read-out of Dynein cargo inh, no call of its own (marks repeat the call); z-score; measured here: nuclear GR-EGFP intensity;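 lower value marks the stronger effect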
Dynein cargo inh cell count – further read-out of Dynein cargo inh, marked with its call; z-score; measured here: cell count per field
Ins promoter up cell count – recorded beside Ins promoter up, whose call it bears; cell count; measured here: cytotoxicity, nuclei count;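 total cells summed across four imaged fields per well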
bCat nuc transl cell count 5 µM – further read-out of bCat nuc transl, marked with its call; cell count; measured here: cell count, cytotoxicity flag
MT stabilizer Hoechst-high % – also measured in MT stabilizer; calls as there; % Hoechst-high responders; measured here: nuclear condensation Hoechst responders;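 share of cells brighter than vehicle mean plus two SD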
MT stabilizer cytotoxicity % – further read-out of MT stabilizer, marked with its call; toxicity, %; measured here: cytotoxicity by cell density;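 0% = mean cell density of plate MIN control wells and 100% = no cells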
Autophagy HCS cell loss 18 h – further read-out of Autophagy HCS, marked with its call; toxicity, %; measured here: cell loss, nuclei count;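 cell loss after 18 h compound exposure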
Numbers without * were called inactive.

How did COc1cccc(CN(C)CC(=O)Nc2cccc3ccccc23)c1 do in these assays?
bCat nuc transl: 0.9; M1AAP inhibition: 1.1%; CSM14.1 death rescue: -0.1%; Autophagy HCS: inactive; Dynein cargo inh: -0.523; Ins promoter up: 0.69; UTI89 phage lysis: 0.2%; M17LAP inhibition: 0.6%; MT stabilizer: 2.6; Dynein cargo inh cytoplasmic EGFP: -0.0913; Dynein cargo inh nuclear GR-EGFP: 0.0564; Dynein cargo inh cell count: 0.0896; Ins promoter up cell count: 1256; bCat nuc transl cell count 5 µM: 1047; MT stabilizer Hoechst-high %: 2.4; MT stabilizer cytotoxicity %: 5.2; Autophagy HCS cell loss 18 h: 14.5

How did N#Cc1ccc(N/N=C/c2cn(-c3ccccc3)nc2-c2ccccc2)c([N+](=O)[O-])c1 do in these assays?
M1AAP inhibition: 7.8%; CSM14.1 death rescue: -0.5%; Autophagy HCS: inactive; Dynein cargo inh: -0.725; Ins promoter up: 0.58; UTI89 phage lysis: 2.3%; M17LAP inhibition: 3.7%; MT stabilizer: 2.8; Dynein cargo inh cytoplasmic EGFP: -0.283; Dynein cargo inh nuclear GR-EGFP: -0.627; Dynein cargo inh cell count: 0.403; Ins promoter up cell count: 1160; MT stabilizer Hoechst-high %: 2.4; MT stabilizer cytotoxicity %: 0.1; Autophagy HCS cell loss 18 h: 3.3

How did O=C(COc1ccc(/C=N/NC(=O)c2ccccc2O)cc1)Nc1ccccc1 do in these assays?
bCat nuc transl: -2.0; M1AAP inhibition: 4.6%; CSM14.1 death rescue: -1.3%; Autophagy HCS: inactive; Dynein cargo inh: 0.445; Ins promoter up: 0.56; UTI89 phage lysis: 0.7%; M17LAP inhibition: 4.1%; MT stabilizer: 1.0; Dynein cargo inh cytoplasmic EGFP: -0.331; Dynein cargo inh nuclear GR-EGFP: 0.472; Dynein cargo inh cell count: 0.618; Ins promoter up cell count: 1562; bCat nuc transl cell count 5 µM: 952; MT stabilizer Hoechst-high %: 1.2; MT stabilizer cytotoxicity %: 1.9; Autophagy HCS cell loss 18 h: 15.5

Results for Cc1cc(C)n(-c2nc3sc4c(c3c3nnc(SCC(N)=O)n23)CC(C)(C)OC4)n1 ?
bCat nuc transl: -4.2; M1AAP inhibition: 9.1%; CSM14.1 death rescue: 0.4%; Autophagy HCS: inactive; Dynein cargo inh: -0.0146; Ins promoter up: -0.38; UTI89 phage lysis: 0.1%; M17LAP inhibition: 7.9%; MT stabilizer: 2.5; Dynein cargo inh cytoplasmic EGFP: -0.156; Dynein cargo inh nuclear GR-EGFP: 0.696; Dynein cargo inh cell count: -0.579; Ins promoter up cell count: 1101; bCat nuc transl cell count 5 µM: 1195; MT stabilizer Hoechst-high %: 0.3; MT stabilizer cytotoxicity %: 8.8; Autophagy HCS cell loss 18 h: -1.2

Results for COC(=O)C/C=C/[C@@H](C)[C@@H](/C=N/O[C@@H](C)c1cn([C@H](CO)Cc2ccccc2)nn1)NS(=O)(=O)c1ccc(C)cc1 ?
M1AAP inhibition: -4.9%; CSM14.1 death rescue: 0.3%; Autophagy HCS: inactive; Dynein cargo inh: 0.065; Ins promoter up: -0.48; M17LAP inhibition: 11.3%; MT stabilizer: 2.4; Dynein cargo inh cytoplasmic EGFP: -0.218; Dynein cargo inh nuclear GR-EGFP: 0.335; Dynein cargo inh cell count: 0.7; Ins promoter up cell count: 1197; MT stabilizer Hoechst-high %: 1.9; MT stabilizer cytotoxicity %: 8.9; Autophagy HCS cell loss 18 h: -1.6

Results for COc1ccccc1C(=O)O/N=C(\N)c1ccc(Cl)cc1 ?
M1AAP inhibition: 7.6%; CSM14.1 death rescue: -3.5%; Autophagy HCS: inactive; Dynein cargo inh: 1.08; UTI89 phage lysis: 5.1%; M17LAP inhibition: 2.6%; MT stabilizer: 1.2; Dynein cargo inh cytoplasmic EGFP: -0.232; Dynein cargo inh nuclear GR-EGFP: -0.146; Dynein cargo inh cell count: -0.23; MT stabilizer Hoechst-high %: 2.5; MT stabilizer cytotoxicity %: 8.9; Autophagy HCS cell loss 18 h: 7.2

How did CCCN(CC1CC1)C(=S)NC(=O)C1CC1 do in these assays?
bCat nuc transl: -2.7; M1AAP inhibition: 3.9%; CSM14.1 death rescue: -0.4%; Autophagy HCS: inactive; Dynein cargo inh: -0.316; Ins promoter up: -0.07; UTI89 phage lysis: 0.1%; M17LAP inhibition: 2.1%; MT stabilizer: 1.4; Dynein cargo inh cytoplasmic EGFP: -0.325; Dynein cargo inh nuclear GR-EGFP: -0.173; Dynein cargo inh cell count: -0.207; Ins promoter up cell count: 1563; bCat nuc transl cell count 5 µM: 1007; MT stabilizer Hoechst-high %: 1.7; MT stabilizer cytotoxicity %: 5.7; Autophagy HCS cell loss 18 h: -4.7

How did CCSc1nc(C)c(CCOc2cccc(C)c2)c(=O)[nH]1 do in these assays?
bCat nuc transl: 1.8; M1AAP inhibition: -1.7%; CSM14.1 death rescue: -1.9%; Autophagy HCS: inactive; Dynein cargo inh: -0.876; UTI89 phage lysis: 0.7%; M17LAP inhibition: -4.9%; MT stabilizer: 3.5; Dynein cargo inh cytoplasmic EGFP: -0.121; Dynein cargo inh nuclear GR-EGFP: -0.338; Dynein cargo inh cell count: 1.03; bCat nuc transl cell count 5 µM: 593; MT stabilizer Hoechst-high %: 1.7; MT stabilizer cytotoxicity %: 3.1; Autophagy HCS cell loss 18 h: -16.0

Results for O=C(Nc1ccc(Cl)cn1)c1cc2ccccc2o1 ?
M1AAP inhibition: -5.5%; Autophagy HCS: inactive; Dynein cargo inh: -0.0297; UTI89 phage lysis: 3.7%; M17LAP inhibition: 6.8%; MT stabilizer: 0.9; Dynein cargo inh cytoplasmic EGFP: -0.00538; Dynein cargo inh nuclear GR-EGFP: 0.343; Dynein cargo inh cell count: 0.204; MT stabilizer Hoechst-high %: 2.0; MT stabilizer cytotoxicity %: 6.8; Autophagy HCS cell loss 18 h: -3.7

What do the screens show for `COc1ccc(NC(=O)CS(=O)(=O)c2cn(CC(=O)N3CCOCC3)c3ccccc23)cc1`?
bCat nuc transl: -0.5; M1AAP inhibition: 17.1%; CSM14.1 death rescue: 1.9%; Autophagy HCS: inactive; Dynein cargo inh: -0.729; Ins promoter up: 0.06; UTI89 phage lysis: 0.1%; M17LAP inhibition: -4.1%; MT stabilizer: 1.7; Dynein cargo inh cytoplasmic EGFP: 0.0185; Dynein cargo inh nuclear GR-EGFP: -0.384; Dynein cargo inh cell count: 1.32; Ins promoter up cell count: 1308; bCat nuc transl cell count 5 µM: 1108; MT stabilizer Hoechst-high %: 1.7; MT stabilizer cytotoxicity %: 0.5; Autophagy HCS cell loss 18 h: -36.2

How did COc1ccc(N(CC(=O)N/N=C/c2cc(Br)c(C)o2)S(=O)(=O)c2ccc(NC(C)=O)cc2)cc1 do in these assays?
bCat nuc transl: -0.2; M1AAP inhibition: 12.8%; CSM14.1 death rescue: 1.0%; Autophagy HCS: inactive; Dynein cargo inh: -0.238; Ins promoter up: 0.06; UTI89 phage lysis: 0.0%; M17LAP inhibition: 5.4%; MT stabilizer: 3.8; Dynein cargo inh cytoplasmic EGFP: -0.22; Dynein cargo inh nuclear GR-EGFP: -0.269; Dynein cargo inh cell count: 0.0456; Ins promoter up cell count: 1130; bCat nuc transl cell count 5 µM: 1523; MT stabilizer Hoechst-high %: 2.5; MT stabilizer cytotoxicity %: 7.7; Autophagy HCS cell loss 18 h: -11.2

What do the screens show for `COc1ccc(-n2c(C)nn(C)c2=O)cc1`?
bCat nuc transl: 3.3; M1AAP inhibition: -4.5%; CSM14.1 death rescue: 0.5%; Autophagy HCS: inactive; Dynein cargo inh: -0.973; Ins promoter up: -0.11; UTI89 phage lysis: 0.3%; M17LAP inhibition: -17.9%; MT stabilizer: 1.0; Dynein cargo inh cytoplasmic EGFP: 0.0782; Dynein cargo inh nuclear GR-EGFP: -0.434; Dynein cargo inh cell count: 0.609; Ins promoter up cell count: 1578; bCat nuc transl cell count 5 µM: 1345; MT stabilizer Hoechst-high %: 1.4; MT stabilizer cytotoxicity %: 1.2; Autophagy HCS cell loss 18 h: -3.2

Results for CC1(C)CC(CCC(=O)Nc2ccccc2Cl)C(=O)O1 (stereo unspecified) ?
M1AAP inhibition: 5.0%; CSM14.1 death rescue: -1.9%; Autophagy HCS: inactive; Dynein cargo inh: 1.52; Ins promoter up: 2.8; UTI89 phage lysis: 0.4%; M17LAP inhibition: 6.8%; MT stabilizer: 3.7; Dynein cargo inh cytoplasmic EGFP: -0.173; Dynein cargo inh nuclear GR-EGFP: 0.458; Dynein cargo inh cell count: -1.18; Ins promoter up cell count: 1240; MT stabilizer Hoechst-high %: 2.5; MT stabilizer cytotoxicity %: 6.0; Autophagy HCS cell loss 18 h: 0.1

Results for Cc1ccccc1NC(=O)CCC(=O)OCCCC(F)(F)C(F)(F)F ?
bCat nuc transl: 1.0; M1AAP inhibition: 9.7%; CSM14.1 death rescue: -1.0%; Dynein cargo inh: 0.0941; Ins promoter up: 1.13; UTI89 phage lysis: 0.9%; M17LAP inhibition: -0.2%; MT stabilizer: 2.1; Dynein cargo inh cytoplasmic EGFP: -0.214; Dynein cargo inh nuclear GR-EGFP: 0.365; Dynein cargo inh cell count: -0.374; Ins promoter up cell count: 1517; bCat nuc transl cell count 5 µM: 1442; MT stabilizer Hoechst-high %: 2.4; MT stabilizer cytotoxicity %: 5.8

Source: PubChem
